# Screens (PubChem BioAssay)
# telomere uncapping: survival after telomere uncapping, modulators, primary screen, cell-based (AID 1259312) | 4,500 compounds, 4.5% hits | fold change at 10 µM | HCT116 + Ad-hTR-mut, survival, MTT, 5 d; active compounds read high;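 active = cell survival measured by absorbance rises more than 2.5-fold over infected cells without compound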;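 note: virus expresses mutant telomerase RNA that uncaps telomeres and kills cells; compound added 2 days after infection so exposure lasts 3 days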
# Active calls of the source: *; i = inactive; & = joins results of further samples.
SMILES	telomere uncapping
Cn1c2c(c(=O)[nH]c1=O)C(c1cccc(Br)c1)C1=C(N2)c2ccccc2C1=O (stereo unspecified)	-1.08
CC(=O)c1ccc[n+](CC(=O)c2ccc(F)cc2)c1	1.23
N#C/C(=C\c1ccc(Sc2ccccc2)o1)C(=O)NCC1CCCO1 (stereo unspecified)	-1.59
Nc1sc2c(c1C(=O)Nc1cccc3ccccc13)CCC2	1.47
C=CCn1c(-c2ccccc2)n[nH]c1=S	-1.62&-1.49
CCN(CC)C(=O)C(=O)c1cn(C)c2ccccc12	-1.35
Oc1cc(OCc2ccc(Cl)cc2)ccc1-c1ncncc1-c1ccc(Cl)cc1	i
ClCCOc1nc(OCCCl)nc(OCCCl)n1	2.12
OC[C@@H]1O[C@H](O[C@H]2O[C@H](CO[C@H]3O[C@H](CO)[C@H](O)[C@H](O)[C@H]3O)[C@@H](O)[C@H](O)[C@H]2O)[C@H](O)[C@H]1O	2.81*
COc1cc2c(cc1OC)C(C(=O)O)CC(=O)N2 (stereo unspecified)	-1.06
Nc1ccc(-n2ccc(C(F)(F)F)n2)cc1	1.42
N#CC1=C(N)n2c(s/c(=C\c3ccc(O)cc3)c2=O)=C(C#N)C1c1ccc(O)cc1 (stereo unspecified)	-3
O=C(c1ccc(Br)o1)N1CCc2ccccc21	-2.79
O=S(=O)(c1ccc(-c2ccc(-n3cnnn3)cc2)cc1)N1CCOCC1	1.34
CCOc1ccc(-n2nc3ccc(N)cc3n2)cc1	1.51
O=C(c1ccc(COc2ccc(I)cc2)o1)N1CCCC1	-1.09
O=C(O)CC12CC3CC(C1)CC(CC(=O)O)(C3)C2	-1.3
O=C(Oc1ccc(Cl)cc1)c1ccc(=O)oc1	-1.8
CCCc1cc(C2C(C#N)=C(N)Nc3oc(OC)nc32)ccc1OC(C)C (stereo unspecified)	-1.92
O=C1ON=C(c2ccc([N+](=O)[O-])cc2)/C1=C/c1cccnc1	-1.31
O=C(O)c1ccc(COc2ccc3c(c2)CCC3)o1	1.16
CC(C)[C@@H](C)/C=C/[C@@H](C)[C@H]1CC[C@H]2C3=CC=C4C[C@@H](O)CC[C@]4(C)[C@H]3CC[C@]12C	-1.82
Cc1nc2ccccc2c(=O)n1N	-1.91
CN(Cc1cccs1)C(=S)SCCO	1.27
N#Cc1c(-c2ccc(-c3ccccc3)cc2)csc1N	-1.36
CCCCc1sc(-c2c(C#N)c(N)nc3c2CCCC3)cc1[N+](=O)[O-]	-2.22
O=C(Oc1ccccc1)n1c(=O)oc2ccc(Cl)cc21	-1.59
CC(=O)CN1C(=O)c2ccccc2S1(=O)=O	-7.18
O=[N+]([O-])c1ccc(N2CCN(S(=O)(=O)c3ccc(Cl)cc3)CC2)cc1N1CCOCC1	-5.11
O=C1c2ccccc2C(=O)c2c1ccc(O)c2O	-1.45
CN1C(=O)CC[C@H]1c1cccnc1	-3.64
CN1C2CCC1C1=C(C2)C(C#N)=C(N)C(C#N)(C#N)C1c1ccccc1C(F)(F)F (stereo unspecified)	1.94
NC(=O)N1c2ccccc2C=Cc2ccccc21	-1.69
CC(=O)N1CCc2cc(S(=O)(=O)N3CCOCC3)ccc21	-1.65
CC(=O)OCC1=C(C(=O)O)N2C(=O)[C@@H](NC(=O)CSc3ccncc3)[C@H]2SC1	-1.15
Cn1c(C(c2ccccc2)c2ccccc2)n[nH]c1=S	1.21
CC(C)N=C1/C(=C/c2ccc(C(C)(C)C)cc2)COC/C1=C/c1ccc(C(C)(C)C)cc1	-2.91
Cc1oc(C(=O)O)cc1CSCc1cc(C(=O)O)c(C)o1	1.15
Oc1c(Cl)cc(Cl)cc1C=Nc1ccc(Cl)cc1Cl	i
O=C(COc1ccc(F)cc1)Oc1ccc(Br)cc1	-2.17
Nc1ccc2oc(-c3ccc(Cl)cc3)nc2c1	1.06
CS(=O)(=O)N1CCc2cc(C(=O)NC3CC3)ccc21	1.27
Cn1c(=O)c2c(ncn2CC(=O)Nc2nc3ccccc3s2)n(C)c1=O	-1.27
O=C1NC(=S)N/C1=C\c1cc(Br)cc(Br)c1O	-1.6
O=C(Nc1cc([N+](=O)[O-])ccc1F)C1CC(=O)N(c2ccc(F)cc2)C1 (stereo unspecified)	1.05
COC(=O)C12CC3CC(CC(C(=O)OC)(C1)C3=O)C2=O	1.48
CCN1CCC(=C2C(C#N)=C(N)C(C#N)(C#N)C3=CCN(CC)CC32)CC1 (stereo unspecified)	2.06
Nc1n[nH]c(CC(=O)O)n1	-4.22
C=CCN(CC=C)S(=O)(=O)Cc1ccccc1	1.12
Cn1cnnc1SCC(=O)Nc1cc(F)c(F)cc1F	-1.23
CCOC(=O)C1CCN(C(C)=O)CC1	3.8*
COc1cc2cc3c4c(cc(OC)c(OC)c4c2cc1OC)CCN3C	1.33
Cc1cc(=O)n(-c2ccccc2)n1C	1.42
Cc1cccc2c1N(C(=O)c1ccc(-c3ccccc3)cc1)C(C)(C)c1ssc(=S)c1-2	-1.16
CNCc1cc(=O)[nH]c2ccccc12	-1.02
COc1ccc(-c2coc3cc(O)cc(O)c3c2=O)cc1	1.28
Cn1c(=O)oc2ccc(S(=O)(=O)N3CCOc4ccccc43)cc21	-2.63
CCCOC(=O)C1=C(C)NC2=C(C(=O)CC(C)(C)C2)C1c1ccc(C)o1 (stereo unspecified)	-1.43
O=S(=O)(Nc1cccnc1)c1ccccc1	1.46
CCOc1ccc(NC2OC(CO)C(O)C2O)c([N+](=O)[O-])c1 (stereo unspecified)	-1.56

# Other results follow:
SMILES	telomere uncapping
CC(CC(=O)O)n1ccnc1 (stereo unspecified)	1.78
O=C(O)C1=CC=C(Cl)[C@H](O)[C@@H]1O	1.38
CN1N=C(C(=O)O)CCC1=O	2.58*
O=[N+]([O-])c1cc(C(F)(F)F)cc([N+](=O)[O-])c1NCCNc1c(Cl)c(Cl)c(Cl)c(Cl)c1Cl	-2.12
Clc1ccc(CSc2nnc(-c3ccccc3Cl)o2)c(Cl)c1	3.91*
c1cnc2c(c1)NC1(CCCCC1)N2	-1.24
CC1=CC(=O)C(C(C)C)=C/C1=C(\c1cc(C(C)C)c(O)cc1C)c1ccccc1S(=O)(=O)O	1.28
CC(N)c1nc(-c2cccnc2)no1 (stereo unspecified)	-2.47
CCn1c(=O)n(CC)c2cc(S(=O)(=O)N3CCc4ccccc43)ccc21	-1.72
Cc1ccc(C)c(C2C(C#N)=C(N)Oc3n[nH]c(C)c32)c1 (stereo unspecified)	1.37
O=C1C=CC(=O)N1c1cc(Cl)cc(Cl)c1	-1.38
COc1cccc(-c2n[nH]c(=S)o2)c1	-1.85
COc1cc2c(cc1N)OCO2	-1.08
O=S(=O)(Nc1nccs1)c1ccc(N=Cc2ccc3c(c2)OCO3)cc1	-1.33
COc1ccc(-c2nc(N)ncc2-c2cscn2)c(O)c1	i
COCCNS(=O)(=O)c1cc(Cl)ccc1Cl	2.95*
O=[N+]([O-])c1cc(Br)cc2c1[nH]c1ccc(Br)cc12	1.09
COc1ccc(S(=O)(=O)N2CCCc3ccccc32)cc1	-1.9
CCOC(=O)c1nonc1N	3.82*
Cc1ccc(C2C(C#N)=C(N)OC3=C2C(=O)CCC3)o1 (stereo unspecified)	-2.21

# Following part:
molecule,telomere uncapping
O=c1[nH]c(=O)n([C@@H]2O[C@H](CO)[C@@H](O)[C@H]2O)cc1Br,-3.23
Cc1nc2cc([N+](=O)[O-])c([N+](=O)[O-])cc2n1C,-1.14
CCOc1cc(C)nn1-c1ccc([N+](=O)[O-])cc1,-2.4
Cn1cnnc1SCC(=O)Nc1ccc(F)cc1,-1.57
CCc1ccc(-c2cc(-c3ccc(Br)cc3)nc(N)n2)cc1,-1.58
CNC(=S)N1CCCCC1,-4.1
Cn1ccnc1SCC(=O)Nc1c(C#N)c2c(c3c1CCCC3)CCCC2,-1.36
C[C@@H]1O[C@@H](O[C@H]2[C@H](Oc3cc(O)c4c(c3)O[C@H](c3ccc(O)cc3)CC4=O)O[C@H](CO)[C@@H](O)[C@@H]2O)[C@H](O)[C@H](O)[C@H]1O,1.51
O=[N+]([O-])c1ccc(N2CCN(S(=O)(=O)c3ccc(Cl)c(Cl)c3)CC2)cc1NCCN1CCOCC1,-1.6
CC(C)(C)CC(C)(C)NC(=O)CSc1nc2ccccc2o1,1.46
Cc1cc(C)cc(CC(C)Cc2nc3ccccc3[nH]2)c1 (stereo unspecified),1.6
COc1ccc(N=Cc2cccn2-c2ccc(Br)cc2)cn1,-1.07
OC[C@H]1O[C@@H](n2cnc3c(NCc4ccccc4)ncnc32)[C@H](O)[C@@H]1O,-4.53
Cn1c(=S)n(CN2CCOCC2)c2ccccc21,-2.18
CN(Cc1ccccc1)c1nc2ccccn2c(=O)c1/C=C1/SC(=S)N(CCc2ccccc2)C1=O,-1.03
Nc1nc(O)c(C2=c3ccccc3=NC2=O)s1,i
CC1CNC(C)(C)C(=O)C1 (stereo unspecified),-1.3
O=[N+]([O-])c1ccc(N2CCOCC2)cc1NCc1ccco1,-1.02
Cn1c(=O)oc2cc(S(=O)(=O)NCC3CC4CCC3C4)c(Cl)cc21 (stereo unspecified),-1.42
Cc1ccc(-c2nc(CSc3nccc(N)n3)cs2)cc1,-2.25
O=C1C(=Cc2ccco2)C(=O)c2ccccc21,-1.19
Nc1ccc(N2CCCC2)c(C(F)(F)F)c1,1.69
Cn1cnnc1SCC(=O)N1CCc2ccccc21,-2.03
O=[N+]([O-])c1ccc(N2CCCC2)cc1NCc1ccco1,-1.14
CC1=CC(C)(C)CC(=S)N1c1cccc(F)c1,-1.11
CC(=O)C(Sc1nnn(-c2ccccc2)n1)C(=O)N(C)C (stereo unspecified),1.13
O=C1CCC([N+](=O)[O-])C(c2cc3c(cc2Br)OCO3)N1 (stereo unspecified),-1.75
CN(C)CCCN1C(=O)C(O)=C(C(=O)c2ccco2)C1c1ccco1 (stereo unspecified),-1.27
O=C(NC1CCCC1)C1CC(=O)N(c2ccc(F)cc2)C1 (stereo unspecified),-1.79
CSc1nc2ccccc2n1Cc1c(C)ccc2ccccc12,2.05

# 7 structures from above, arranged by SMILES length, ascending:
molecule,telomere uncapping
CCOC(=O)c1nonc1N,3.82*
Cc1nc2ccccc2c(=O)n1N,-1.91
Cc1cc(=O)n(-c2ccccc2)n1C,1.42
CC(=O)c1ccc[n+](CC(=O)c2ccc(F)cc2)c1,1.23
COC(=O)C12CC3CC(CC(C(=O)OC)(C1)C3=O)C2=O,1.48
Cc1nc2cc([N+](=O)[O-])c([N+](=O)[O-])cc2n1C,-1.14
O=S(=O)(Nc1nccs1)c1ccc(N=Cc2ccc3c(c2)OCO3)cc1,-1.33

# Back to the main list, repeating the 2 entries before the break.
molecule,telomere uncapping
O=C(NC1CCCC1)C1CC(=O)N(c2ccc(F)cc2)C1 (stereo unspecified),-1.79
CSc1nc2ccccc2n1Cc1c(C)ccc2ccccc12,2.05
O=[N+]([O-])c1cc(Cl)ccc1NCCNCCO,2.31
CC(C)Cc1ccc(-c2csc(N)c2C#N)cc1,1.27
Cc1cccn2c(=O)c(/C=C3\SC(=S)N(CC4CCCO4)C3=O)c(N3CCCC3)nc12 (stereo unspecified),-2.23
Cc1cc(=O)oc2cc(O[C@@H]3O[C@H](C(=O)O)[C@@H](O)[C@H](O)[C@H]3O)ccc12,-1.06
CCCN(CCC)C(=O)N1CCNC1=O,1.15
CCn1cc(C(=O)O)c(=O)c2cc(F)c(N3CCNCC3)cc21,-1.03
O=c1[nH]nc(SCc2ccccc2)c(=S)[nH]1,-1.53
CCS(=O)(=O)c1cc([N+](=O)[O-])c(Nc2ccc3ccccc3c2)s1,-1.52
CCOc1ccc(-n2cnnn2)cc1S(=O)(=O)NC1CCCCC1,-2.24
O=C(/C1=C/NC(=O)C(c2ccccc2)/C(c2ccccc2)=C(/c2ccccc2)C1c1ccccc1)c1ccccc1 (stereo unspecified),-1.03
Fc1ccc(NCn2nnc3ccccc32)c(F)c1F,-1.22
COC(=O)C1CCN(C(=O)CC(C)(C)C)CC1,-1.6
Cn1ccnc1SCC(=O)Nc1cc(Cl)cc(Cl)c1,-1.47
O=C(C1c2ccccc2Oc2ccccc21)N1CCCc2ccccc21,-1.06
C=CCN1CNC(CCSC)C1=O (stereo unspecified),2.35
CCOC(=O)C1=C(C)NC(=O)NC1c1cccs1 (stereo unspecified),-1.03
Cc1ccc(C(=O)CSc2nnc(-c3ccco3)o2)o1,-1.5
CCCCN(CCCC)S(=O)(=O)c1ccc(F)cc1,-1.89
COC(=O)CC[C@@H](C)[C@H]1CC[C@H]2[C@@H]3CC[C@@H]4C[C@H](O)CC[C@]4(C)[C@H]3C[C@H](O)[C@]12C,-1.45
S=c1n(Cc2ccccc2)ccn1CN1CCOCC1,-1.59
CC1=C/C(=C(\c2cc(C)c(O)cc2C)c2ccccc2S(=O)(=O)O)C(C)=CC1=O,i
CCCCNS(=O)(=O)c1ccc(F)cc1,-1.46
CC1=C/C(=C(\c2cc(C)c(O)c(C(=O)O)c2)c2c(Cl)ccc(S(=O)(=O)O)c2Cl)C=C(C(=O)O)C1=O,i
O=C1OC(C(O)CO)C(O)=C1O (stereo unspecified),-2.05
COc1ccc(-c2c(C#N)c(N)nc3c2CCCC3)c(OC)c1,-1.52
CC(C)N1C(=O)c2ccc(-c3ccc(C=O)o3)cc2C1=O,-1.19
CC(C)OC(C)n1cccc1-c1ccccc1 (stereo unspecified),-1.49
CS(=O)(=O)N1CCc2cc(S(=O)(=O)N3CCN(Cc4ccc5c(c4)OCO5)CC3)ccc21,-1.25
O=[N+]([O-])c1ccc(Sc2nnnn2-c2ccccc2)c2cccnc12,-73.2
O=C(O)CC1CCCCO1 (stereo unspecified),-1.75
N#Cc1c(N)nc2c(c1-c1cccnc1)CCCCC2,-6.99
CCOc1ccc2c(c1)-c1c(ssc1=Nc1ccc(Cl)cc1C)C(C)(C)N2,-1.6
N=C1S/C(=C\c2ccc(F)cc2)C(=O)N1c1nonc1N,-1.07
O=C1N=c2ccccc2=C1c1sc(=S)[nH]c1O,i
COC(=O)NN1C(=O)c2ccccc2C1=O,-1.38
COc1cc(-c2nc3sc(-c4ccc(O)c(OC)c4)nc3s2)ccc1O,i

# Some of the compounds tested; rates above refer to the full screens.
